# From PubChem
# SF1 activator: SF-1 (human) activation | CHO-K1 Gal4-SF-1 LBD luciferase reporter; % increase over DMSO SF-1-specific signal | activation, % at 10 µM | Q13285 | 65,000 compounds, 1.9% hits;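 active = activation above the mean activation of all tested compounds plus 3 SD, cut at about 50% in these data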
#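 Test system: CHO-K1 cells co-transfected with Gal4 DBD–human SF-1 LBD, 5xGal4 luciferase reporter. Quantity: 4,000 cells per well. Compound: 10 µM only. Incubation: compound added 1 h post-seeding, 20 h exposure at 37 °C, 5% CO2. Detection: SteadyLite luciferase luminescence. Replication: one test per compound.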
# RORa activator: activators of human nuclear receptor RORA; P35398; CHO-K1 Gal4-RORA LBD luciferase reporter, luminescence; percent increase over mock-subtracted basal signal; activation, % at 10 µM; 65,000 compounds, 1.5% hits; AID 560;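 active = activation above the mean of all tested compounds plus 3 SD, cut at about 49% in these data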;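 note: 0% = DMSO-treated RORA cells and 100% = added signal equal to DMSO minus mock-transfected cells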
# Her2 expr inh: lowers expression of human Her2 kinase | SKBR-3 HER2 protein level, AlphaScreen, 18-24 h; hits give low values | HER2 level % of control, % at 10 µM | 65,000 compounds, 0.69% hits | AID 645;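 active = HER2 level under 5% of the carrier-only control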;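 note: 100% = DMSO carrier and 0% = 500 nM PU-H71 HSP90 inhibitor; lower value means stronger loss of Her2 protein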
# TNAP act mid DEA: activators of human TNAP at intermediate phosphate acceptor; P05186; purified TNAP, CDP-star luminescence, 100 mM DEA, 30 min; hits give high values; scale: 0 levamisole-inhibited, 1 vehicle-only enzyme; activation factor at 20 µM; 64,000 tested, under 10 active; AID 813;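 active = activation factor of at least 2 at 20 µM, relative to controls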
# Target sequence (P05186 whole entry, looked up): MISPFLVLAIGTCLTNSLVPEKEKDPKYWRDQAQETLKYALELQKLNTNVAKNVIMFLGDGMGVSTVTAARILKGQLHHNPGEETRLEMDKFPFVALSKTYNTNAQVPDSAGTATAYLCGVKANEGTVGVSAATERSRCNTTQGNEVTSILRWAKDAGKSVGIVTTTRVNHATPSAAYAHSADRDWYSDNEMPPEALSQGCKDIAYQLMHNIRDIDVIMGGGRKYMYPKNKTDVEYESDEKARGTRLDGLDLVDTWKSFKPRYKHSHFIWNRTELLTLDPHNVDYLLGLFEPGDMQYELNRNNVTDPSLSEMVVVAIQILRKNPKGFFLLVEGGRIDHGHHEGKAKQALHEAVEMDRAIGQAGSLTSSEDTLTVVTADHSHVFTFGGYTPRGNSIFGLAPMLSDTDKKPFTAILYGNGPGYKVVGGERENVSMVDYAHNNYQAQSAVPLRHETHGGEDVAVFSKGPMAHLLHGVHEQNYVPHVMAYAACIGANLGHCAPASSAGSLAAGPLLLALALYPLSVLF
# FXIIa inh mix: inhibitors of human coagulation factor XIIa, pooled mixtures; purified FXIIa, fluorogenic substrate; inhibition, % at 5 µM; 62,000 compounds, 0.2% hits; in the data active = inhibition above about 20%, passing the limit was not always enough;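 note: 0% = enzyme without compound and 100% = no enzyme blank; some results filed as inactive read as strong as hits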
# DUSP1 inh: human dual specificity phosphatase 1 inhibition; P28562; recombinant MKP-1, OMFP hydrolysis fluorescence; inhibition, %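 (compounds tested at a single concentration somewhere between 10 and 100 µM)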; 65,000 compounds, 0.15% hits; AID 374;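 active = inhibition above about 50%, limit read from the data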;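 note: 0% = DMSO max control wells and 100% = wells with enzyme stopped by NaOH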
# Cdc25B inh: human M-phase inducer phosphatase 2 inhibition; P30305; recombinant Cdc25B, OMFP fluorescence Ex485/Em525; inhibition, %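 (compounds tested at 10 µM final in the well)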; 65,000 compounds, 0.1% hits; in the data active = inhibition above about 50%
# D1 mod: D1 dopamine receptor (human) allosteric modulation; HEK293 D1, CRE-luciferase, dopamine EC30 potentiation; actives deviate in either direction; B-score at 10 µM; 58,000 compounds, 5.9% hits;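 active = luminescence count or its row- and column-corrected plate score outside the 99.7% band of the plate's sample wells, on either side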
# Target sequence (P21728 whole entry, looked up): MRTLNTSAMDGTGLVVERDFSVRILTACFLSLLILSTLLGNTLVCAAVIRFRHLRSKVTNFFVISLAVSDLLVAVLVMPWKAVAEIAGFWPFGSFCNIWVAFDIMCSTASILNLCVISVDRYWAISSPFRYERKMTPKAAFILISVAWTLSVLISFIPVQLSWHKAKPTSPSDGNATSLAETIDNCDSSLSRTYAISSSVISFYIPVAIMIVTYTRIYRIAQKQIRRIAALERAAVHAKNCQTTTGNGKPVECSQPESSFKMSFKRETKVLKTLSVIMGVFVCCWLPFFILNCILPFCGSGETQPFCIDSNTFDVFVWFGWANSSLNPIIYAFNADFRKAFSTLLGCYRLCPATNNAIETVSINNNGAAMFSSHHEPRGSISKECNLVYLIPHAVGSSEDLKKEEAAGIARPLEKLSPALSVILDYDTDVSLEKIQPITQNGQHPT
# Hsp90 inh: displaces geldanamycin probe from tumor Hsp90 | P07900 | NCI-N417 lysate Hsp90, Cy3B-geldanamycin FP displacement | inhibition, % at 30 µM | 64,000 compounds, 0.35% hits | AID 429;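 active = inhibition above 50%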;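 note: 0% = tracer plus lysate wells and 100% = tracer alone without lysate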
# Starred values were filed as active, the others as inactive; x = no result given. Not a hit list; 8.9% or so of the library scored in one or more.
SMILES,SF1 activator,RORa activator,Her2 expr inh,TNAP act mid DEA,FXIIa inh mix,DUSP1 inh,Cdc25B inh,D1 mod,Hsp90 inh
COc1ccc(S(=O)(=O)Cc2ccc(C(=O)NC(C)C)o2)cc1,-3,0,111,1,-18,0,-12,0.88,-4
Cc1ccc(C(=O)NCCCNCCCNC(=O)c2ccc(C)nc2)cn1,4,5,116,0.9,x,-21,-13,x,1
COc1ccc(OC)c(-c2[nH]nc3c2C(c2ccco2)C(C#N)=C(N)O3)c1 (configuration not stated),2,-6,85,0.8,-18,6,-9,0.59,-14
Cc1nn2c(-n3ccnc3)c3c(nc2c1-c1ccccc1)CCC3,16,-10,64,0.9,-2,17,0,2.4,-4
O=C(NCCc1ccc(Cl)cc1)c1cnc2n(c1=O)CCS2,34,35,88,1,7,0,-8,x,0
COc1ccc(NC(=O)CNS(=O)(=O)c2cccc3nonc23)c(OC)c1,13,8,123,0.9,9,3,-14,x,x
CCC(C)Sc1nc2c(c(=O)[nH]c(=O)n2C)n1Cc1ccccc1Cl (configuration not stated),5,-14,86,0.9,2,19,3,x,1
Cc1ccc(N2CCCn3c2nc2c3c(=O)n(CC(=O)OCc3ccccc3)c(=O)n2C)cc1C,20,-8,101,0.9,12,8,7,-1.4,-2
CC(=O)c1cccc(OCC(=O)c2cc(C)n(-c3cc(C)on3)c2C)c1,10,6,94,0.9,4,12,-3,-2,-4
O=C1c2ccccc2NC(c2ccccc2)N1Cc1ccco1 (configuration not stated),-11,9,111,0.9,3,0,1,-1.1,-4
O=C(CSc1ccc2nnc(-c3ccccc3)n2n1)NCC1CCCO1 (configuration not stated),15,-12,105,x,x,11,-7,-2.1,-3
Cc1ncsc1C(=O)Nc1nc2c(s1)CC(C)CC2 (configuration not stated),62*,56*,92,1,x,6,-12,-2,-2
C=CCn1c(SCC(=O)Nc2cc(C)ccc2OC)nnc1-c1ccco1,-3,19,96,0.9,0,38,5,0.4,1
Nc1nc2c(s1)CC(c1ccccc1)CC2 (configuration not stated),-5,17,110,0.8,4,-10,-11,x,-1
CCOc1ccc(-n2ccnc2SCC(=O)NCc2ccc3c(c2)OCO3)cc1,-13,3,81,0.9,8,7,-15,0.17,0
O=C(NCc1ccc(F)cc1)c1cc(-c2cccs2)on1,17,-8,70,0.9,3,2,-5,-0.46,-1
COC(=O)NC1CSCC1OC(=O)CCN1C(=O)c2ccccc2C1=O (configuration not stated),-2,15,114,1,1,-8,-8,-1.3,-1
COc1cc(CN2CCN(c3cccc(C)c3C)CC2)cc(Br)c1O,0,-22,77,0.9,11,-5,-2,x,1
O=S1(=O)C=C(N2CCOCC2)c2ccccc21,x,x,114,0.9,-3,2,-1,1.2,x
O=C(Nc1cnc2ccccc2c1)C1COc2ccccc2O1 (configuration not stated),1,0,104,0.9,2,9,-12,-0.12,1
Cc1csc(NC(=O)C2CCN(C(=O)CSc3nnc(C)n3Cc3ccccc3)CC2)n1,4,2,144,0.9,0,6,-1,-1.1,-1
O=C(OCC(=O)N1CCc2ccccc21)c1cccnc1,-7,4,87,0.9,8,-1,9,-0.0062,0
COC(=O)CSC1=C(C#N)C(c2sccc2C)CC(=O)N1 (configuration not stated),-2,-10,132,x,x,6,-3,-0.62,-6
Cc1nc2cc(N3CCN(C)CC3)c(NC(=O)Cc3ccccc3)cc2c(=O)n1Cc1ccccc1,-26,-20,73,0.9,6,41,-16,-2.4*,-2
Cc1cccc(NC(=O)c2cccs2)n1,32,24,89,1,4,5,-16,-0.032,x
CC(C)Cn1c(SCC(=O)NC(=O)NC2CCCC2)nc2ccccc21,4,9,87,0.9,5,24,-5,-0.5,-3
COc1cccc(-c2nnc3sc(-c4ccccc4)nn23)c1,9,27,122,0.9,x,-5,1,x,-1
CCn1c(CCC(=O)Nc2nc3c(s2)CCCC3)nc2cc(S(=O)(=O)N(C)C)ccc21,-3,6,74,0.8,8,29,0,x,-5
CC(=O)N1C(=O)C2(C(C#N)=C(N)Oc3n[nH]c(-c4ccccn4)c32)c2ccccc21 (configuration not stated),9,-2,74,1.1,-5,15,16,1.9,-4
CCC(c1nnnn1CC1CCCO1)N(CCN1CCOCC1)Cc1cc2cc(C)ccc2[nH]c1=O (configuration not stated),3,-25,68,0.9,1,-12,0,-0.4,-4
N#Cc1cc2c(nc1SCC(=O)NCc1ccc3c(c1)OCO3)CCCCC2,-15,-28,133,0.9,12,-11,-1,0.36,-1
Cc1ccc(O)c(NC(=O)CCC2CCCCC2)c1,38,31,96,0.9,12,8,-1,0.93,1
CC1CCc2cccc3c2N1c1cc(C#N)c(C#N)cc1O3 (configuration not stated),-11,3,99,0.8,2,-13,2,2.8,-4
Cc1[nH]c2ccc(S(N)(=O)=O)cc2c1C,22,3,99,0.9,12,5,0,-0.59,-2
O=C(Nc1nc(-c2cccs2)cs1)c1cccc(S(=O)(=O)N2CCCCC2)c1,-17,2,44,0.9,7,3,-9,-1.4,-10
O=C(Cc1cccs1)Nc1nnc(-c2ccncc2)s1,27,3,98,1,4,-5,1,0.056,x
O=C(CCC(=O)NC1CCN(Cc2ccccc2)CC1)NCc1ccco1,10,-7,116,0.9,-20,-2,-11,0.2,-4
CC(=O)c1cccc(S(=O)(=O)N2CCCC(c3nc(-c4ccc(C)o4)no3)C2)c1 (configuration not stated),-9,-12,79,0.9,-21,33,-15,1.1,-9
CCN(CC)c1nc(N2CCOCC2)c(C#N)c2c1CN(C)CC2,8,-1,119,0.9,x,-41,-12,x,-7
Cc1nc2sccn2c1-c1nc(-c2cc3ccccc3o2)cs1,6,16,94,0.9,-20,40,-7,x,-9

# Structures above with a thiophene ring, fused or not:
SMILES,SF1 activator,RORa activator,Her2 expr inh,TNAP act mid DEA,FXIIa inh mix,DUSP1 inh,Cdc25B inh,D1 mod,Hsp90 inh
O=C(NCc1ccc(F)cc1)c1cc(-c2cccs2)on1,17,-8,70,0.9,3,2,-5,-0.46,-1
COC(=O)CSC1=C(C#N)C(c2sccc2C)CC(=O)N1 (configuration not stated),-2,-10,132,x,x,6,-3,-0.62,-6
Cc1cccc(NC(=O)c2cccs2)n1,32,24,89,1,4,5,-16,-0.032,x
O=C(Nc1nc(-c2cccs2)cs1)c1cccc(S(=O)(=O)N2CCCCC2)c1,-17,2,44,0.9,7,3,-9,-1.4,-10
O=C(Cc1cccs1)Nc1nnc(-c2ccncc2)s1,27,3,98,1,4,-5,1,0.056,x

# 4 successive compounds out of the list so far, for reference:
SMILES,SF1 activator,RORa activator,Her2 expr inh,TNAP act mid DEA,FXIIa inh mix,DUSP1 inh,Cdc25B inh,D1 mod,Hsp90 inh
COc1ccc(S(=O)(=O)Cc2ccc(C(=O)NC(C)C)o2)cc1,-3,0,111,1,-18,0,-12,0.88,-4
Cc1ccc(C(=O)NCCCNCCCNC(=O)c2ccc(C)nc2)cn1,4,5,116,0.9,x,-21,-13,x,1
COc1ccc(OC)c(-c2[nH]nc3c2C(c2ccco2)C(C#N)=C(N)O3)c1 (configuration not stated),2,-6,85,0.8,-18,6,-9,0.59,-14
Cc1nn2c(-n3ccnc3)c3c(nc2c1-c1ccccc1)CCC3,16,-10,64,0.9,-2,17,0,2.4,-4

# Later entries.
SMILES,SF1 activator,RORa activator,Her2 expr inh,TNAP act mid DEA,FXIIa inh mix,DUSP1 inh,Cdc25B inh,D1 mod,Hsp90 inh
COc1ccc(-c2nnc(NC(=O)c3ccccc3C)o2)cc1,1,-1,59,1,0,16,-8,-0.11,0
O=C(c1ccc(Br)o1)N(c1ccc(Br)cc1)C1C=CS(=O)(=O)C1 (configuration not stated),-8,-7,86,0.8,1,-3,-7,-0.014,-1
CC(=O)N1CCN(C(=O)Nc2cccc(C(F)(F)F)c2)CC1,-10,-18,110,0.8,13,2,-12,0.49,1
Cn1c(N2CCN(c3ccccn3)CC2)nc2c1c(=O)n(Cc1ccc(Cl)cc1)c(=O)n2C,-16,8,93,0.9,x,5,-28,x,-2
Cc1cc(OCC(=O)C(C)(C)C)c2c(C)c(C)c(=O)oc2c1,6,-19,122,0.9,10,8,-12,-0.21,1
CCOc1ccc(-c2[nH]ncc2Oc2ccccc2OC)c(O)c1,5,-16,66,1.1,9,13,-6,-0.82,2
CCN(CC)C1CCCCC1NS(=O)(=O)c1ccc(Cl)cc1 (configuration not stated),4,5,71,0.9,2,-8,-4,-0.15,-3
O=C(c1ccco1)N1CCN(c2nc3ccccc3c(=O)n2-c2ccccc2)CC1,-5,-10,118,1,1,8,1,1.8,1
O=C(OCCN1C(=O)c2ccccc2C1=O)c1ccc(S(=O)(=O)N2CCCCCC2)cc1,-4,14,90,0.9,5,-5,-6,4,-4
Cc1cccc(Cn2c(SCC(=O)Nc3ccccc3)nc3c2c(=O)[nH]c(=O)n3C)c1,9,-10,156,0.8,-15,19,-8,3.1,-3
COc1cccc(C(c2sc3nc(C)nn3c2O)N2CCc3ccccc3C2)c1 (configuration not stated),0,7,83,1.1,3,4,4,1.2,-4
O=c1n(-c2ccccc2)c(=O)n2n1CCCC2,7,-7,105,0.9,-16,-1,-8,0.14,-2
Cc1ccc(CNC(=O)c2cc3c(=O)n4cccc(C)c4nc3n(CC3CCCO3)c2=N)cc1 (configuration not stated),8,5,71,0.9,-8,-7,4,-2.5,-3
COc1ccccc1-c1nc2n(n1)C(c1ccc(Cl)cc1)C(C(N)=O)=C(C)N2 (configuration not stated),-11,-16,83,0.9,-4,-3,7,0.15,-2
CS(=O)(=O)CCC(C(=O)N1CCOCC1)N1C(=O)c2cc(Cl)c(Cl)cc2C1=O (configuration not stated),-1,3,124,0.9,-4,-13,0,0.97,-6
CCCCC(=O)Nc1cccc(NC(=O)CC)c1,-4,15,85,1,-22,1,-13,-0.77,-1
CCCc1cc(N2CCCC(C(=O)Nc3c(OC)cccc3OC)C2)n2ncnc2n1 (configuration not stated),-2,-8,97,0.9,3,-7,0,-0.16,2
CCOC(=O)C1=C(C)OC(N)=C(C#N)C1C1CCCCC1 (configuration not stated),15,13,118,0.9,6,1,-13,-0.37,-1
N#Cc1ccccc1NC(=O)Nc1cccc(Cl)c1,x,x,151,0.9,3,9,-18,1.9,x
CC1(C)CC(=O)C(C=NCCN2CCN(C(=O)CC3CCCC3)CC2)=C(O)C1,-9,-7,57,0.9,5,6,-10,0.53,-4
O=C(NCc1ccco1)C1CCN(c2ccc(N3CCOCC3)nn2)CC1,-8,-11,94,0.8,7,-11,-12,0.074,0
CN(CC(=O)NCc1cccs1)S(=O)(=O)c1cccc2cccnc12,3,27,92,0.9,1,0,-7,-0.00092,-1
COc1ccc(CCNc2oc(-c3ccc(C)cc3)nc2C#N)cc1OC,9,16,110,0.9,6,6,-2,1.1,-3
